# MITF inh: blocks human microphthalmia-associated transcription factor. AlphaScreen MITF homodimerization, bead proximity signal. inhibition, % at 2.6 µM. actives 0.91% (n = 650,000). AID 1259374; in the data active means inhibition above about 50%;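 further: 0% = vehicle wells with protein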
# GPR151 activ: activates the human receptor GPR151; Q8TDV0; PathHunter beta-arrestin GPR151 cells, luminescence; activation, % at 11.2 µM; actives 1% (n = 650,000); in the data active means activation above about 4.9%;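 further: 0% = median of compound wells and 100% = cells with positive control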
# Target sequence (Q8TDV0 whole entry, looked up): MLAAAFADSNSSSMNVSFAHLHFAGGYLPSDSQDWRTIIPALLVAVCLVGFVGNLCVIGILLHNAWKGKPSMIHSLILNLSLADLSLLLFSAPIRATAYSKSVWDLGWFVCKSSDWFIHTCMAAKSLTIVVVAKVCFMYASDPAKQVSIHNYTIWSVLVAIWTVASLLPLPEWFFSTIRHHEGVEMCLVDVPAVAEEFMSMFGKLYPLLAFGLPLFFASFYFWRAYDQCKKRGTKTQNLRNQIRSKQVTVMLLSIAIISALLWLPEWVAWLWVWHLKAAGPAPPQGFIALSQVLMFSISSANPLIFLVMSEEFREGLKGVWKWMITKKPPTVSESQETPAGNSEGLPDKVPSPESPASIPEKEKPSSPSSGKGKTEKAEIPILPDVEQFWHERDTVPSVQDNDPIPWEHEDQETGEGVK
# TEAD-YAP block: TEAD-YAP interaction inhibition; HEK-TIYL cells, TEAD-Gal4/YAP UAS-luciferase luminescence; inhibition, % at 9.12 µM; actives 1.4% (n = 640,000); in the data active means inhibition above about 32%;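 further: 0% = median of test compound wells and 100% = reference inhibitor wells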
# FBW7 activator: activators of human E3 ligase FBW7; actives 0.13% (n = 650,000); AlphaScreen FBW7–phospho-cyclin E peptide binding, activator screen; Q969H0; normalized activity (activation), % at 26.1 µM; in the data active means normalized activity above about 1.9%;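 further: purified mutant Fbw7 with reduced substrate affinity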
# Target sequence (Q969H0 whole entry, looked up): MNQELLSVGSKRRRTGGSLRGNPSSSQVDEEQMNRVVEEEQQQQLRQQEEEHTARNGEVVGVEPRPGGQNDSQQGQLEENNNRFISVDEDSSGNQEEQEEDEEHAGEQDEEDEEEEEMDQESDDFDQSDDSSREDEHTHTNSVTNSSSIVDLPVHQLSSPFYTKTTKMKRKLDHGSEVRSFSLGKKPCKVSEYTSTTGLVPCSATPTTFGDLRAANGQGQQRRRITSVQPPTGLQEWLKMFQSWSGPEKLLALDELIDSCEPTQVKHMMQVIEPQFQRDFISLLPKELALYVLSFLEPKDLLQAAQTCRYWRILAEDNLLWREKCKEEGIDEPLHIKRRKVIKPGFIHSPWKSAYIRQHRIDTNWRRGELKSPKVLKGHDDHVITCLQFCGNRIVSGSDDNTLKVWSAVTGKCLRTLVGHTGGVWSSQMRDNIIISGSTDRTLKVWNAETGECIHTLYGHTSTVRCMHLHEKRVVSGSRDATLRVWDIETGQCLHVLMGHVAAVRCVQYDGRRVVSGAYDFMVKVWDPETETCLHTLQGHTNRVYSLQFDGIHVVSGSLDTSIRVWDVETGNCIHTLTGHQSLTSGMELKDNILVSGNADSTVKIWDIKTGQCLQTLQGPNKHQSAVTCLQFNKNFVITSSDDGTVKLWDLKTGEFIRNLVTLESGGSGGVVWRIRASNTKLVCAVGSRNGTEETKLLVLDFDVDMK
# The depositor's hits bear a star; . = not tested or not shown; & = joins results of further samples. Some of the compounds tested (hit frequency here may not be typical).
entry	Molecule	MITF inh	FBW7 activator	GPR151 activ	TEAD-YAP block
1	C#C[C@@H]1CC2C3CCC4=C[C@@H](OC(C)=O)CCC4C3CC[C@]2(C)[C@H]1OC(C)=O (stereo partly drawn)	18	0.1	0.1	0
2	Cc1ncc(CN2CCCC(C(=O)c3ccc(Cl)cc3)C2)[nH]1 (stereo not drawn)	-17	0.7	1.8	2
3	CC1=C(O)C(=O)[C@@H]2O[C@@H]2C1=O	25	0.2	-1.4	.
4	COc1cc(C[C@@H](C)N)c(OC)cc1I	-3	-0.1	0.2	2
5	Fc1cccc(CN2CCN(c3ccccc3F)CC2)c1	16	-0.2	0.5	-1
6	COc1ccc2[nH]cc(CCN=C(N)N)c2c1	-12	-0.1	3.4	-25
7	COc1ccc(CCN(C)Cc2ccc(C)o2)cc1OC	23	-0.1	0.3	-2
8	CCOC(=O)C1C2NC(=S)N(CCc3ccc(OC)c(OC)c3)C1(C)Oc1c(OC)cccc12 (stereo not drawn)	19	-0.1	1.2	-9
9	CS(=O)(=O)NN1C(=O)c2ccccc2NC1c1cccnc1 (stereo not drawn)	1	0.0	1.7	-1
10	C/C(=N/OC(=O)N(C)C)c1ncc(C(F)(F)F)cc1N1CCOCC1	-1	-0.1	-0.6	-3
11	C=CCN1C(=O)C2(c3ccccc31)C(C(=O)OCC)CC1CCCN12 (stereo not drawn)	12	0.3	-1.5	20
12	CCCCNS(=O)(=O)c1ccc(OCC(=O)N2CCN(C)CC2)cc1	12	0.1	1.3	6
13	CCN(CC)c1ccc(C2C(C#N)=C(N)Oc3n[nH]c(COC)c32)cc1 (stereo not drawn)	1	-0.1	-1.4	8
14	CCNC(=O)N(Cc1ccc(S(C)(=O)=O)cc1)C1CCN(Cc2ccccc2)CC1	5	0.0	2.4	10
15	O=C(CSc1nc(C(F)(F)F)cc(=O)[nH]1)Nc1ccc(Cl)cc1C(=O)c1ccccc1	22	0.2	-1.4	21
16	O=C(CN1CCCC1=O)Nc1ccc(I)cc1	-6	0.1	-2.0	-7
17	CN(C)c1ccc(/C=N/NC(=O)C(=O)NN/C(N)=N\[N+](=O)[O-])cc1	13	0.1	-0.1	8
18	CCOC(=O)c1nc2ccccc2c(=O)n1-c1cc(F)ccc1C	-4	-0.2	-1.3	3
19	Oc1ccc2c3c1O[C@H]1c4[nH]c5c(c4C[C@@]4(O)[C@@H](C2)N(CC2CC2)CC[C@]314)C[C@@]1(O)[C@H]2Cc3ccc(O)c4c3[C@@]1(CCN2CC1CC1)[C@H]5O4	17&12	-0.1&0.0	0.5&1.3	-1
20	CN1CCN(Cc2ccc3c(c2)OCCO3)CC1CCO (stereo not drawn)	-6	0.6	-0.8	-3
21	O=c1c2ccccc2nc(/C=C/c2cccc([N+](=O)[O-])c2)n1-c1ccc(F)cc1Cl	0	0.0	-0.6	5
22	O=C(Nc1ccc(Br)cc1C(=O)c1ccccc1Cl)c1ccc(Cl)cc1Cl	1	0.0	0.8	9
23	CC(=O)OC1N=C(c2ccccc2)c2cc(Br)ccc2N(C)C1=O (stereo not drawn)	6	0.3	0.1	-29
24	COc1cc(/C=C/c2nc3ccccc3c(=O)n2-c2ccccc2C)ccc1O	14	0.3	0.6	14
25	CCCCC(=O)Nc1ccc(S(=O)(=O)N2CC3CC(C2)c2cccc(=O)n2C3)cc1 (stereo not drawn)	17	0.1	2.6	-3

# The closing three compounds of the section above are carried over, then new ones follow:
entry	Molecule	MITF inh	FBW7 activator	GPR151 activ	TEAD-YAP block
23	CC(=O)OC1N=C(c2ccccc2)c2cc(Br)ccc2N(C)C1=O (stereo not drawn)	6	0.3	0.1	-29
24	COc1cc(/C=C/c2nc3ccccc3c(=O)n2-c2ccccc2C)ccc1O	14	0.3	0.6	14
25	CCCCC(=O)Nc1ccc(S(=O)(=O)N2CC3CC(C2)c2cccc(=O)n2C3)cc1 (stereo not drawn)	17	0.1	2.6	-3
26	O=C(CNC(=O)c1ccccc1)Nc1ccc(Br)cc1C(=O)c1ccccc1	18	0.2	-1.9	-1
27	Cc1ccc(NC2=NC(C)(C)CS2)c(C)c1	-4	-0.2	-0.1	-49
28	N#CC1(N2CCOCC2)CN2CCC1CC2 (stereo not drawn)	-5	-0.1	0.6	-4
29	Cc1ccc(Cl)cc1N1CCN(CCC#N)CC1	40	-0.1	-0.8	-1
30	COc1cc(/C=C2/C(=O)NC(=O)N(C)C2=O)cc(Br)c1O	3	-0.2	-1.9	-2
31	NP(=O)(OCC(F)(F)F)Oc1ccc(Cl)cc1 (stereo not drawn)	4	0.8	0.5	6
32	C=CCC1(CC(C)C)C(=O)NC(=O)NC1=O	-13	0.4	-2.1	.
33	CCOC(=O)C1(c2ccccc2)CCN(CCC(C#N)(c2ccccc2)c2ccccc2)CC1	13	0.1	0.2	-6
34	O=c1c2cc([N+](=O)[O-])ccc2nc(CN2CCCCC2)n1-c1ccccc1F	-2	0.1	0.1	-9
35	Cc1cccc(CN2CCN(Cc3ccccc3)C(CCO)C2)c1 (stereo not drawn)	8	0.0	-0.2	9
36	CCN1CCN(c2ncnc3ccc(Br)cc23)CC1	-7	0.2	0.5	23
37	O=[n+]1onc2c3no[n+]([O-])c3c3non([O-])c3c21	2	-0.2	1.3	-12
38	O=C1NC(=O)N(c2ccc3c(c2)OCO3)C(=O)/C1=C/c1ccc(N2CCCC2)o1	7	-0.1	0.4	-1
39	CN1CCC2(CC1)NC(=O)c1ccccc1N2	12	0.6	-1.6	8
40	CCOc1ccc(N2C(=O)/C(=C/c3ccc(Br)o3)C(=O)NC2=S)cc1	79*	-0.2	-1.6	10
41	C1=C(c2ccccc2)CCN(Cn2cnc3ccccc32)C1	-2	-0.1	0.5	-11
42	CN1CCN(c2ccc([N+](=O)[O-])c(N3CCN(C)CC3)c2Cl)CC1	5	0.0	-1.5	2
43	C=CCN1CCc2cccc3c2[C@H]1Cc1ccc(O)c(O)c1-3	-5	0.1	1.4	4
44	Cc1nc2scc(C)n2c1C=C(C#N)C#N	1	0.0	-1.0	1
45	COc1cc2c(cc1OC)-c1c(OC)c(OC)cc3c1C(C2)N(C)CC3 (stereo not drawn)	8	-0.3	-1.2	-5
46	O=C(COc1ccccc1)N1CCN(Cc2ccccc2F)CC1	55*	-0.1	-0.7	-8
47	COP(=O)(OC)C(NC(=O)c1cccc2ccccc12)C(Cl)(Cl)Cl (stereo not drawn)	7	0.1	0.4	8
48	CCOc1cccc(CN2CCN(CC(C)C)C(CCO)C2)c1 (stereo not drawn)	-5	-0.1	-1.1	-6
49	Fc1cccc(CN2CCN(c3ccc(Cl)cc3)CC2)c1	3	0.0	0.8	7
50	CN1C(=O)CCS(=O)(=O)C1c1ccc(Cl)cc1 (stereo not drawn)	10&-3&-2&-5	0.5&-0.1&0.0&0.0	-0.1&2.2&-1.5&0.5	4&-7

# Laid out differently: entries from further up
# Fields – MITF inh, FBW7 activator, GPR151 activ, TEAD-YAP block
(29) Cc1ccc(Cl)cc1N1CCN(CCC#N)CC1
  40, -0.1, -0.8, -1
(30) COc1cc(/C=C2/C(=O)NC(=O)N(C)C2=O)cc(Br)c1O
  3, -0.2, -1.9, -2

# Continued:
entry	Molecule	MITF inh	FBW7 activator	GPR151 activ	TEAD-YAP block
51	CSc1cc(C)c2c(c1)COC1(CCN(C(=O)Nc3c(C)noc3C)CC1)O2	-3	-0.1	0.0	3
52	O=C(/C=C/c1ccco1)N1CC2CC(C1)c1cccc(=O)n1C2 (stereo not drawn)	5	-0.2	-1.3	-3
53	N=c1sc2c(n1Cc1ccccc1)CCCC2	-12	0.2	-0.6	0
54	O=C1CN=C(c2ccccc2)c2oc3ccc(Br)cc3c2N1	-1	-0.1	1.6	0
55	O=C(CSc1ncccn1)Nc1ccc(Cl)cc1C(=O)c1ccccc1	-4	0.0	-0.2	-10
56	CN1C(=O)CN=C(c2ccccc2)c2cc([N+](=O)[O-])ccc21	2	0.0	0.8	-12
57	CC(C)(C)CNc1cc(N2CCNCC2)ccc1[N+](=O)[O-]	9	-0.2	0.0	-9
58	CCn1nc(-c2ccc([N+](=O)[O-])cc2)nc2c(=O)n(C)c(=O)nc1-2	9	-0.3	-7.5	70*
59	Cc1ccc2c(Br)cc(Br)c(OC(=O)N(C)C)c2n1	8	-0.1	-0.6	1
60	CC(C(=O)N1CCC2(CC1)OCCO2)n1ncn2cccc2c1=O (stereo not drawn)	10	0.1	-1.8	-1
61	O=c1c2ccccc2nc(/C=C/c2ccc([N+](=O)[O-])cc2)n1-c1cccc(O)c1	6	-0.7	0.0	5
62	CC1=C(C(=O)OCc2ccccc2)C2(C(=O)Nc3ccccc32)C(C#N)=C(N)O1 (stereo not drawn)	12	0.3	-1.6	0
63	COc1ccc(CCNCc2cccc(F)c2)cc1	18	-0.1	-0.8	-6
64	COc1ccccc1CCNCc1ccc(F)c(F)c1	8	-0.1	1.4	7
65	CC1=NC2(CCNCC2)N=C1c1ccccc1	-2	-0.1	-0.4	9
66	COc1cc2c(cc1C=C(C#N)C#N)OCO2	7	0.0	0.5	-2
67	CNCCc1ccc(O)c(O)c1	31	-0.2	-0.7	-2
68	COc1ccc2oc3c(c2c1)NC(=O)CN=C3c1ccc(F)cc1	20	0.0	-1.6	1
69	OCCC1CN(Cc2ccccc2O)CCN1Cc1ccccc1 (stereo not drawn)	16	0.5	-1.7	4
70	O=C(N1CCCc2ccccc21)C(Cl)(Cl)Cl	-18	-0.1	0.4	15
71	O=C1NC(=O)C(CC(=O)N2CCC3(CC2)OCc2cc(-c4ccccc4)ccc2O3)N1 (stereo not drawn)	20	0.0	-1.2	8
72	C[C@]12CCC(=O)C=C1CC[C@@H]1[C@@H]2CC[C@]2(C)C(=O)CC[C@@H]12	2	0.7	-0.9	-6
73	NC(=O)C1(N2CCCCC2)CCN(Cc2ccccc2)CC1	-12	-0.1	0.0	11
74	CCN(CC)P(=S)(c1ccc(C=O)o1)N(CC)CC	-3	-0.2	0.2	2
75	Cn1c(O)c(C=Nc2ccc(F)cc2)c(=O)[nH]c1=O	11	0.4	0.1	3

# Shown in transposed form: entries from further up
[65] CC1=NC2(CCNCC2)N=C1c1ccccc1
[66] COc1cc2c(cc1C=C(C#N)C#N)OCO2
Assay by compound | 65 | 66
MITF inh | -2 | 7
FBW7 activator | -0.1 | 0.0
GPR151 activ | -0.4 | 0.5
TEAD-YAP block | 9 | -2

# The list continues.
entry	Molecule	MITF inh	FBW7 activator	GPR151 activ	TEAD-YAP block
76	CC1(C)C(C(=O)N2CCc3nncn3CC2)C1(C)C	7	0.2	-0.1	-20
77	CC(=O)c1ccc(N2CCN(Cc3cccc(C)c3)CC2)cc1	20	-0.3	-0.3	-9
78	CCOc1cc(/C=C/[N+](=O)[O-])ccc1OCc1ccc(F)cc1	14	0.0	-1.2	11
79	Cc1cccc(CN2CCN3C(=O)[C@H](CO)N(C)C(=O)[C@H]3C2)n1	-5	0.0	-1.2	-6
80	O=C1CC(=O)N(c2ccc(I)cc2)C(=O)N1	14	0.1	0.8	12
81	Cc1nc2ccccc2c(=O)n1-c1ccc([N+](=O)[O-])cc1Br	6	0.0	-1.7	12
82	C=CC[C@]1(O)CCC2C3CCC4=CC(=O)CCC4=C3C=C[C@@]21C (stereo partly drawn)	7	0.0	-0.5	-9
83	CC(C)CCCN1CCC(N2C[C@H]3C[C@@H](C2)c2cccc(=O)n2C3)CCC1=O (stereo partly drawn)	-8	0.0	1.2	-1
84	COc1ccccc1Cn1c(SCC(=O)C(C)(C)C)nc2cc(C(=O)N3CCC4(CC3)OCCO4)ccc2c1=O	-1	0.0	-0.8	2
85	Cc1ccc(CN2CCSc3ccc(C(=O)N4CCC5(CC4)OCCO5)cc32)cc1	0	-0.2	-0.1	5
86	CSCC[C@H](NC(=O)[C@@H](N)Cc1ccc(O)cc1)C(=O)N[C@@H](CCCN=C(N)N)C(=O)N[C@@H](Cc1ccccc1)C(N)=O	13	1.6	-0.1	.
87	CC1(C)C(C(=O)NCc2ccco2)C1(C)C	1	0.1	-0.1	-2
88	C[C@@H]1NC(=O)[C@H]2CN(CC3CC3)CCN2C1=O	13	0.0	-0.3	-8
89	CCCCc1nc2ccccc2c(=O)n1-c1ccc(C)cc1	3	1.4	-1.3	7
90	O=P(C(c1ccc2c(c1)OCO2)N1CCOCC1)(N1CCOCC1)N1CCOCC1 (stereo not drawn)	2	0.0	-0.1	-6
91	COc1ccccc1-n1c(-c2cccs2)nc2ccccc2c1=O	4	0.2	0.5	11
92	CC1(C)Cc2ccccc2C2=[N+]1CCS2	-16	-0.2	-0.8	-9
93	Cc1ccc2c(c1)C1CN(C)CCC1N2C(=O)CNCCCO (stereo not drawn)	-4	0.0	-0.6	3
94	O=C(NCc1ccc2c(c1)OCO2)c1ccc(CN2CC=C(c3ccccc3)CC2)[nH]c1=O	-2	-0.1	-0.1	-2
95	O=C1NC(=O)C(=C/C=C/c2ccccc2[N+](=O)[O-])C(=O)N1	-2	-0.5	0.8	-7
96	CN1CCN(P(=S)(/C=C2\N(C)c3ccccc3C2(C)C)c2ccccc2)CC1 (stereo not drawn)	8	-0.3	-0.3	7
97	COC(=O)c1ccc(-c2ccc(/C=C3\C(=O)NC(=O)N(Cc4ccccc4)C3=O)o2)cc1	2	-0.4	-0.5	-31
98	CC(Cc1cccnc1)NC1CCN(c2ccc(C(=O)N(C)C)cc2)CC1 (stereo not drawn)	5	0.1	0.1	3
99	COc1cc(CN2CCN(C(C)C)C(CCO)C2)ccc1F (stereo not drawn)	15	0.3	-0.1	7
100	OC1/C(=C/c2ccccc2Cl)N2CCC1CC2 (stereo not drawn)	-7	0.1	-1.0	-4
101	Cc1cccc(-n2c(/C=C/c3ccc([N+](=O)[O-])o3)nc3ccccc3c2=O)c1	12	0.1	-0.7	7
102	O=[N+]([O-])c1ccc(N2CCCC2)c2nonc12	0	-0.1	-0.2	-1

# Screening results as filed in PubChem.
